Compound activity deposited in PubChem by Broad Institute.
EZH2 inh = blocks human EZH2/PRC2 H3K27 methylation; Q15910; DELFIA TRF, 1 h; inhibition, % at 12.5 µM; 0.35% of 57,000 active;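 active means mean inhibition of replicates at least 50% and every single replicate also reaching 50%; inconclusive means mean inhibition at least 50% but some replicate falls below 50%; inactive means mean inhibition under 50%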;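 further: dimethyl H3K27 on biotinylated H3 21-44 peptide detected by antibody; plate controls were median neutral control wells for no effect and median positive control wells for full effect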
IDH1 mut inh = inhibitors of human IDH1 R132H. IDH1 R132H reductase, diaphorase/resazurin fluorescence, 60 min. 0.18% of 70,000 active. O75874. inhibition, % at 10 µM; in the data active means inhibition above about 34%; inconclusive means no clear call, values can overlap the other calls; inactive means below about 11%;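 further: 0% = DMSO and 100% = no enzyme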
Target sequence (O75874 whole entry R132H): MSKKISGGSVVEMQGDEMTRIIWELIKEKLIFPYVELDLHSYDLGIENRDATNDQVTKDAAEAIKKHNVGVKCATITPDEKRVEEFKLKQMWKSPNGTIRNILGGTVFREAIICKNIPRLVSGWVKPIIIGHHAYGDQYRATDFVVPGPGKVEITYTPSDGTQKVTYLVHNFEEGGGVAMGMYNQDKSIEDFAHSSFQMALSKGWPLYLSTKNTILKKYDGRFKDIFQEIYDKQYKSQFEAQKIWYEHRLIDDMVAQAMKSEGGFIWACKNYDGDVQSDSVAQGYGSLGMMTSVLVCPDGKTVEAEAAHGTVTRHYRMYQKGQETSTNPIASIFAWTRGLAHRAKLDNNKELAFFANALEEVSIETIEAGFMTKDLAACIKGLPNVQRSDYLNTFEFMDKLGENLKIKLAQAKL
An asterisk follows results filed as active; ? = inconclusive; / = not tested or not shown.

SMILES	EZH2 inh	IDH1 mut inh
COC(=O)c1c(-c2ccccc2)csc1NC(=O)C1CCCCC1C(=O)O (stereo not given)	11.2	-0.3
COc1ccc([C@@H]2C=C(C(=O)O)O[C@H](OCc3ccc(CO)cc3)C2)cc1	-4.8	/
C[C@@H]1CN([C@H](C)CO)S(=O)(=O)c2ccc(C#CC3CCCC3)cc2O[C@@H]1CN(C)C(=O)Nc1cc(F)ccc1F	-17.8	0.8
CC(C)c1ccc(NC(=O)CSc2nnc(-c3ccc(Br)cc3)n2C)cc1	-18.8	-0.1
Cc1cc(=O)[nH]c(SCC(=O)N2CCCCC2)n1	/	1.4
Cc1cc(I)ccc1NC(=O)Cn1nc(C)c([N+](=O)[O-])c1C	0.6	-0.1
C[C@H](CO)N1C[C@H](C)[C@H](CN(C)Cc2cccnc2)Oc2ncc(C3=CCCC3)cc2C1=O	-0.9	0.6
C[C@@H]1CN([C@@H](C)CO)S(=O)(=O)c2ccc(-c3ccccc3)cc2O[C@@H]1CN(C)C(=O)CC1CC1	/	-0.6
Cn1c(SCc2nc(-c3cccs3)no2)nnc1C1CCCCC1	11.1	-0.3
C[C@@H]1CN([C@@H](C)CO)C(=O)c2cc(NS(C)(=O)=O)ccc2O[C@@H](C)CCCCO[C@H]1CN(C)C(=O)C1CCCCC1	-12.3	/
CCCC#Cc1ccc2c(c1)O[C@H](CN(C)C(=O)CC1CC1)[C@@H](C)CN([C@H](C)CO)S2(=O)=O	-8.1	0.2
CO[C@@H]1CN(C)C(=O)c2ccc(NC(=O)c3ccccn3)cc2OC[C@@H](C)N(C(=O)C2CCC2)C[C@H]1C	-10.9	-0.4
Cc1ccccc1-c1nnc(SCC(=O)Nc2sc3c(c2C#N)CCCC3)n1C	10.3	0.1
C[C@@H]1CN([C@H](C)CO)C(=O)c2cc(NC(=O)CCC(F)(F)F)ccc2O[C@H]1CN(C)C(=O)Nc1ccccc1	-15.1	/
Cc1cc(=O)[nH]c(SCCOc2ccc(Br)cc2Cl)n1	22.4	0.6
O=C(CSc1nc(N2CCCCC2)nc(N2CCCCC2)n1)NC1CCCCC1	-10.9	1.3
O=C(N[C@@H]1CC[C@H](CC(=O)N2CCN(c3ccccc3)CC2)O[C@H]1CO)c1ccncc1	2.8	0.5
COc1cccc(-c2cnc3c(c2)C(=O)N([C@@H](C)CO)C[C@@H](C)[C@@H](CN(C)Cc2ccncc2)O3)c1	/	0.5
C[C@H]1CN([C@@H](C)CO)C(=O)c2cccc(NC(=O)Nc3cccc4ccccc34)c2O[C@H]1CN(C)C(=O)Nc1cccc2ccccc12	/	1.7
CC(C)COC(=O)N(C)C[C@@H]1OCc2cn(nn2)CCCC(=O)N([C@@H](C)CO)C[C@H]1C	17.5	0.9
C[C@@H]1CN([C@@H](C)CO)C(=O)c2cccc(NC(=O)Nc3ccc4c(c3)OCO4)c2O[C@H]1CN(C)C(=O)NC1CCCCC1	/	0.3
CNC[C@H]1Oc2ccc(NC(=O)C3CC3)cc2C(=O)N([C@H](C)CO)C[C@@H]1C	1.9	2.4
C[C@@H]1CN([C@@H](C)CO)C(=O)c2cc(NC(=O)Cc3ccccc3)ccc2O[C@H]1CN(C)CC1CC1	/	-0.2
O=C(O)[C@]1(Cc2ccccc2)N=C(c2ccc(OCCCO)cc2)O[C@@H]1c1ccccc1	-2.0	0.2
C[C@@H]1CN([C@@H](C)CO)C(=O)c2cc(NC(=O)c3ccncc3)ccc2O[C@@H](C)CCCCO[C@@H]1CN(C)Cc1ccccc1	/	0.8
O=C(C[C@@H]1CC[C@@H](NC(=O)CN2CCOCC2)[C@H](CO)O1)NCc1cccc(F)c1	-2.0	0.2
COc1ccc(S(=O)(=O)N(C)C[C@@H]2Oc3ccc(NS(=O)(=O)c4cn(C)cn4)cc3CC(=O)N([C@@H](C)CO)C[C@H]2C)cc1	/	0.4
C[C@@H]1CCCCO[C@H](CN(C)Cc2ccc(Cl)c(Cl)c2)[C@@H](C)CN([C@@H](C)CO)C(=O)c2cc(NS(=O)(=O)c3ccccc3)ccc2O1	/	2.7
C[C@@H]1CN([C@@H](C)CO)C(=O)c2cc(NC(=O)Cc3cn(C)c4ccccc34)ccc2O[C@H]1CN(C)C(=O)NC1CCCCC1	1.5	-30.8
C[C@@H]1CN([C@@H](C)CO)C(=O)c2cc(NS(=O)(=O)c3cccs3)ccc2O[C@@H]1CN(C)Cc1ccc(C(=O)Nc2ccccc2N)cc1	-9.3	/

Quoted at random: 7 entries already listed.
SMILES	EZH2 inh	IDH1 mut inh
CNC[C@H]1Oc2ccc(NC(=O)C3CC3)cc2C(=O)N([C@H](C)CO)C[C@@H]1C	1.9	2.4
C[C@@H]1CCCCO[C@H](CN(C)Cc2ccc(Cl)c(Cl)c2)[C@@H](C)CN([C@@H](C)CO)C(=O)c2cc(NS(=O)(=O)c3ccccc3)ccc2O1	/	2.7
O=C(O)[C@]1(Cc2ccccc2)N=C(c2ccc(OCCCO)cc2)O[C@@H]1c1ccccc1	-2.0	0.2
C[C@@H]1CN([C@@H](C)CO)C(=O)c2cccc(NC(=O)Nc3ccc4c(c3)OCO4)c2O[C@H]1CN(C)C(=O)NC1CCCCC1	/	0.3
C[C@@H]1CN([C@@H](C)CO)C(=O)c2cc(NS(=O)(=O)c3cccs3)ccc2O[C@@H]1CN(C)Cc1ccc(C(=O)Nc2ccccc2N)cc1	-9.3	/
O=C(C[C@@H]1CC[C@@H](NC(=O)CN2CCOCC2)[C@H](CO)O1)NCc1cccc(F)c1	-2.0	0.2
COc1ccc(S(=O)(=O)N(C)C[C@@H]2Oc3ccc(NS(=O)(=O)c4cn(C)cn4)cc3CC(=O)N([C@@H](C)CO)C[C@H]2C)cc1	/	0.4

Other records
SMILES	EZH2 inh	IDH1 mut inh
Cc1ccc(S(=O)(=O)Nc2ccc3c(c2)C(=O)N([C@@H](C)CO)C[C@H](C)[C@@H](CN(C)S(=O)(=O)c2cccs2)O3)cc1	/	-0.2
Cc1ccc(S(=O)(=O)N[C@H]2CC[C@@H](CCNC(=O)C3CCCCC3)O[C@@H]2CO)cc1	21.3	-0.3
C[C@@H]1CN([C@@H](C)CO)C(=O)c2cccc(NC(=O)Nc3ccc(C(F)(F)F)cc3)c2O[C@H]1CN(C)C(=O)Nc1ccccc1	-12.6	-1.6
CO[C@H]1CN(C)C(=O)c2ccc(NC(=O)C3CCC3)cc2OC[C@@H](C)N(C(=O)NC(C)C)C[C@H]1C	8.0	0.0
O=C(CSc1nnc(-c2ccco2)n1-c1cccc2ccccc12)Nc1ccc(C(=O)O)cc1	6.6	1.0
C[C@@H]1CN([C@@H](C)CO)C(=O)c2cc(C#CC3CC3)cnc2O[C@H]1CN(C)C	-0.3	0.3
COc1ccc(NC(=O)N[C@H]2CC[C@H](CCn3cc(-c4ccccn4)nn3)O[C@H]2CO)cc1	-3.3	-0.2
O=C(Nc1ccc(F)cc1)N[C@H]1CC[C@H](CC(=O)N2CCCCC2)O[C@@H]1CO	2.4	0.4
COCC(=O)N(C)C[C@@H]1Oc2cc(C#Cc3cccnc3)ccc2S(=O)(=O)N([C@@H](C)CO)C[C@H]1C	-0.8	-1.0
C[C@H]1CN([C@@H](C)CO)C(=O)c2cccc(NS(C)(=O)=O)c2O[C@@H]1CN(C)CC1CCCCC1	-4.9	1.1
O=C(NO)c1cccc(C(=O)N/N=C/c2ccncc2Br)c1	-4.4	/
Cc1ccc(N(C(C)C(=O)Nc2cc(Cl)cc(Cl)c2)S(C)(=O)=O)cc1C (stereo not given)	5.7	-0.5
O=C1O[C@H](c2ccccc2)[C@H](c2ccccc2)N2[C@H]1[C@@H](C(=O)N1CCCCCCC1)[C@]1(C(=O)Nc3ccccc31)[C@H]2c1ccc(OCCO)cc1	-9.7	/
COc1ccccc1NC(=O)N[C@@H]1CC[C@H](CCn2cc(-c3cccnc3)nn2)O[C@@H]1CO	9.6	-0.6
C[C@H](CO)N1C[C@H](C)[C@@H](CN(C)Cc2ccc(C(F)(F)F)cc2)Oc2ccc(NC(=O)Nc3ccc(F)cc3)cc2C1=O	-1.5	2.1
CO[C@H]1CN(C)C(=O)c2cc(NS(C)(=O)=O)ccc2OC[C@H](C)N(C(=O)C2CCOCC2)C[C@@H]1C	9.8	0.2
C[C@H]1CN([C@@H](C)CO)C(=O)c2cc(NC(=O)CCCCCC(=O)Nc3ccccc3N)ccc2O[C@H]1CN(C)C	15.3	0.3
C[C@@H]1CN([C@H](C)CO)C(=O)c2cc(C#Cc3ccccc3)cnc2O[C@H]1CN(C)CC1CCOCC1	/	-1.6
COc1ccc(NC(=O)Nc2ccc3c(c2)C(=O)N([C@H](C)CO)C[C@@H](C)[C@@H](CN(C)C(=O)CCC(F)(F)F)OCCCC[C@H](C)O3)cc1	/	0.0
COc1ccc(Cl)c(Cn2c(NC3CCCCC3)nc3c2c(=O)n(C)c(=O)n3C)c1	11.0	0.2
C[C@H](CO)N1C[C@H](C)[C@H](CN(C)Cc2cccnc2)OCc2cnnn2CCCC1=O	-0.9	/
COc1ccccc1C#Cc1ccc2c(c1)O[C@@H](CN(C)C(C)=O)[C@H](C)CN([C@@H](C)CO)S2(=O)=O	-14.0	-0.5
Cc1ccc(S(=O)(=O)Nc2cccc3c2O[C@H](CN(C)CC2CCCCC2)[C@@H](C)CN([C@H](C)CO)C3=O)cc1	2.3	/
C[C@@H]1CN([C@H](C)CO)C(=O)c2cccc(NC(=O)CCCCCC(=O)Nc3ccccc3N)c2O[C@H]1CN(C)C(=O)Nc1ccccc1	3.6	0.2
C[C@@H]1CCCCO[C@@H](CN(C)Cc2ccc(Cl)c(Cl)c2)[C@@H](C)CN([C@H](C)CO)C(=O)c2cc(N(C)C)ccc2O1	/	3.7
CCOC(=O)Nc1ccc(OCc2nnc3c4ccccc4c(C)nn23)cc1	9.1	-0.7
C[C@@H]1CCCCO[C@@H](CN(C)C(=O)CCC(F)(F)F)[C@H](C)CN([C@H](C)CO)C(=O)c2cc(NS(=O)(=O)c3ccccc3)ccc2O1	/	0.8
Cc1noc(C)c1NC(=O)Nc1ccc2c(c1)C(=O)N([C@H](C)CO)C[C@H](C)[C@@H](CN(C)Cc1ccc(Cl)c(Cl)c1)O2	-6.4	1.3
CO[C@H]1CC[C@@H]2CCN(C)C(=O)[C@H](C)[C@@H](OC)CN(C)C(=O)c3cc(C#N)ccc3OC[C@H]1O2	4.8	0.0
C[C@@H]1CN([C@@H](C)CO)C(=O)CCCn2nncc2CO[C@@H]1CN(C)C(=O)c1cc(-c2ccccc2)on1	0.9	/
O=C(Cc1ccncc1)Nc1ccc2c(c1)[C@H]1C[C@@H](CC(=O)N3CCc4ccccc4C3)O[C@@H](CO)[C@H]1O2	-17.1	-0.7
N[C@@H](Cc1cc(I)c(Oc2ccc(O)c(I)c2)c(I)c1)C(=O)O	-0.6	-0.1
C[C@@H]1CN([C@H](C)CO)C(=O)c2cc(-c3ccncc3)cnc2O[C@@H]1CN(C)C(=O)Cc1ccccn1	/	1.6
O=C(Nc1ccccc1F)N[C@@H]1CC[C@H](CCNC(=O)C2CCCCC2)O[C@@H]1CO	8.4	-0.7
Cc1noc(C)c1NC(=O)Nc1cccc2c1O[C@H](CN(C)C(=O)Nc1c(C)noc1C)[C@H](C)CN([C@H](C)CO)C2=O	/	-0.3
CO[C@H]1CN(C)C(=O)c2cc(NC(C)=O)ccc2OC[C@H](C)N(C(=O)c2cccnc2)C[C@H]1C	-2.2	-0.1
C[C@H](CO)N1C[C@H](C)[C@@H](CN(C)S(=O)(=O)c2ccccc2)OCCCC[C@H](C)Oc2ccc(NC(=O)Nc3ccccc3)cc2C1=O	/	0.4
COc1cc(C(=O)OC[C@@]2(O)CO[C@H](OC3C(CO)OC(Oc4cc(OC)c(OC)c(OC)c4)C(O)C3O)[C@@H]2O)cc(OC)c1O (stereo not given in full)	?	-1.0
C[C@@H]1CN([C@@H](C)CO)C(=O)c2cc(NC(=O)C3CCCCC3)ccc2O[C@@H](C)CCCCO[C@H]1CN(C)C	12.9	-2.0
COc1ccc(NC(=O)N(C)C[C@@H]2Oc3ccc(NC(=O)Nc4ccccc4)cc3C(=O)N([C@@H](C)CO)C[C@H]2C)cc1	3.0	0.2
Cc1ccc(S(=O)(=O)Nc2ccc3c(c2)C(=O)N([C@@H](C)CO)C[C@@H](C)[C@H](CN(C)S(C)(=O)=O)OCCCC[C@@H](C)O3)cc1	/	-7.7
CC(=O)Nc1cccc(NC(=O)c2cc(-c3cccnc3)nc3ccc(Br)cc23)c1	-46.5	0.0
COc1ccccc1NC(=O)N(C)C[C@H]1Oc2ncc(C#CCC(C)C)cc2C(=O)N([C@@H](C)CO)C[C@@H]1C	1.7	-2.3
COCC(=O)Nc1ccc2c(c1)C(=O)N(C)C[C@@H](OC)[C@H](C)CN(C(=O)c1cccnc1)[C@@H](C)CO2	-2.3	0.0
C[C@@H]1CN([C@@H](C)CO)C(=O)c2cccc(NC(=O)c3ccncc3)c2O[C@H]1CN(C)S(=O)(=O)c1ccc(Cl)cc1	-11.5	/
C[C@H](CO)N1C[C@H](C)[C@H](CN(C)C(=O)Nc2ccc(C(F)(F)F)cc2)Oc2ncc(/C=C/c3ccccc3)cc2C1=O	-36.5	/
COc1ccccc1NC(=O)Nc1ccc2c(c1)OC[C@@H](C)N(Cc1ccccc1Cl)C[C@@H](C)[C@H](OC)CN(C)C2=O	-18.6	0.0
C[C@@H]1CN([C@H](C)CO)C(=O)Cc2cc(NC(=O)Cc3ccccc3)ccc2O[C@H]1CN(C)C(=O)Nc1ccc(F)cc1	/	-0.3
COc1cc(C(C)=O)ccc1OCC(O)Cn1nc(C)cc1C (stereo not given)	-4.5	0.4
O=C(C[C@H]1C=C[C@H](NC(=O)c2cccc(F)c2)[C@H](CO)O1)NCCN1CCCC1	4.9	0.2
O=C(C[C@H]1C=C[C@@H](NC(=O)c2ccncc2)[C@@H](CO)O1)NCC1CCCCC1	-2.4	-0.3
C[C@H](CO)N1C[C@H](C)[C@H](CN(C)Cc2ccc(C(=O)O)cc2)OCCCC[C@H](C)Oc2ccc(NS(=O)(=O)c3ccc(Cl)cc3)cc2C1=O	/	2.2

Some of the compounds tested; the hit share may differ from the screen's.
